# Screening data from PubChem.
# RAD52 inh – RAD52 (human) annealing inhibition; P43351; recombinant RAD52 DNA annealing, FRET fluorescence; inhibition, % at 18.7 µM; 360,000 compounds, 0.46% hits;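 active = every replicate showing at least 50% inhibition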
# Target sequence (P43351 whole entry, looked up): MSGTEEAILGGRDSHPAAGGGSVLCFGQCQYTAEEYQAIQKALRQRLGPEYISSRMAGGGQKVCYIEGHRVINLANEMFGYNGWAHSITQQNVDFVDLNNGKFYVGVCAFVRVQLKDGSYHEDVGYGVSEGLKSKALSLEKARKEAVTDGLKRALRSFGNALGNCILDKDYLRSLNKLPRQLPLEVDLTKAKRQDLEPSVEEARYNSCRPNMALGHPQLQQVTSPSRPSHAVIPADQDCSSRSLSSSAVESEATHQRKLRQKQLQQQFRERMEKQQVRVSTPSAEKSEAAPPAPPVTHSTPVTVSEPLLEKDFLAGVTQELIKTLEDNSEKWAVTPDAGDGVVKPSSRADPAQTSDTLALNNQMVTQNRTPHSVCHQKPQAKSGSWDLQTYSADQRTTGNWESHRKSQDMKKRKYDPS
# ERAP1 inh – ERAP1 (human) enzyme inhibition | 340,000 compounds, 0.15% hits | recombinant ERAP1, Leu-AMC fluorescence, 60 min | inhibition, % at 10.7 µM | Q9NZ08;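 active = mean replicate inhibition of at least 30%, or all replicates individually reaching that 30% level; inactive = mean below 30% and not every replicate reaching it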;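 also: 0% = neutral control wells and 100% = L-leucinethiol positive control wells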
# Active calls of the source: *. A portion of the library (hit frequency here may not be typical).
structure,RAD52 inh,ERAP1 inh
Cc1ccc(NC(=O)CN(c2ccc(C)cc2)S(=O)(=O)c2cccc3nonc23)cc1,-73,2
CCC(CC)NC(=O)Nc1ccccc1C,-7,-2
CCOC(=O)Cc1csc(NC(=O)Cc2ccccc2[N+](=O)[O-])n1,-5,0
Cc1ccc(-n2cc(-c3ccc([N+](=O)[O-])cc3)[nH]c2=S)c(C)c1,-23,2
CCOc1cc(/C=N/n2cnnc2)ccc1OS(=O)(=O)c1ccc(C)cc1,-20,0
O=C(CC1C(=O)NCCN1CC1CCCCC1)NCc1ccccc1Cl (stereo not drawn),-58,-4
CCOC(=O)C1=NNC2(CC(=O)N(c3cc(C)cc(C)c3)C2=O)C1 (stereo not drawn),-10,1
O=C1NC[C@@H](CCCCN2CCN(CC3CCCCC3)C(=O)C2=O)N(CCC2CCCCC2)C1=O,-14,-3
COc1ccc(C2=NN(c3nc4ccccc4s3)C(=O)C2)cc1,-18,0
O=S(=O)(Nc1cccc(-c2ccc(N3CCCCCC3)nn2)c1)c1ccccc1F,-21,0
COc1ccc(NC(=O)COC(=O)Cn2nnc3ccccc32)cc1,1,7
CN(CCc1nc2ccccc2[nH]1)Cc1nc(CC2CC2)no1,-1,-3
OCC1OC(n2cnc3c(NCc4ccco4)ncnc32)C(O)C1O (stereo not drawn),-8,-7
COc1ccc(/C=N/NC(=O)c2ccc3nc[nH]c3c2)cc1OC,-1,-7
CCOC(=O)C1(CCCc2ccccc2)CCN(C(=O)CCC2=NNC(=O)CC2)CC1,-12,-8
CCN(CC)S(=O)(=O)c1ccc2c(c1)nc(CCC(=O)OCC(=O)Nc1cc(OC)cc(OC)c1)n2C,-30,1
Nc1nc(-c2ccc3c(c2)CCC(=O)N3)cs1,-21,-2
CN(Cc1ccccc1F)c1nc(-c2cccs2)nc2ccccc12,-16,8
C/C(=N\NC(=O)c1c(Br)cnn1C)c1ccc(NC(=O)c2ccc(F)cc2)cc1,-11,2
Cc1cc(C(=O)NCc2cc(C(=O)O)co2)co1,-30,0
CCCCC(O)(CCCC)C(=O)NN(C(=O)CCl)c1ccccc1,-1,0
CC(=O)Nc1ccc(NC(=O)c2ccc(Cn3cc(Cl)cn3)cc2)cc1,-18,-1
S=C(NCCc1ccccc1)NN=C1CCCCCC1,2,4
CCCCn1c(=NC(=O)c2ccco2)c(C(=O)OCC)cc2c(=O)n3cccc(C)c3nc21,29,-14
Cc1ccc(O)c(C(CC(=O)NCc2cccnc2)c2ccccc2)c1 (stereo not drawn),-7,0
COCc1cc(C)nc(OCC(=O)N/N=C/c2ccc(C)cc2)c1C#N,-14,0
CCC(=O)Oc1ccc(C(=O)Nc2c[nH]c(=O)[nH]c2=O)cc1,-5,-3
CCOC(=O)c1cccc(NC(=O)/C=C/c2ccc([N+](=O)[O-])cc2)c1,-12,-1
COC(=O)c1[nH]nc(C(=O)OC(C)(C)C)c1-c1ccccc1,-11,-2
O=C(O)c1ccc(OCc2ccc(C(=O)O)o2)cc1,-21,-4
CO/N=C\CC(=O)Nc1ccc(Cl)cc1Cl,-16,0
C=CCN=C1S/C(=C\c2ccc(N(C)C)cc2)C(=O)N1CC=C,-38,-2
Cn1c(=O)oc2cc(S(=O)(=O)Nc3ccccc3)ccc21,5,-3
CS(=O)(=O)c1ccc(C(=O)NCCN2C(=O)S/C(=C\c3cccnc3)C2=O)cc1[N+](=O)[O-],-17,-7
CCOC(=O)N1CCN(C(=O)c2cc(OCC)c(OCC)c(OCC)c2)CC1,-6,3
Cc1cc(C(=O)NNC(=O)CCC2CCCCC2)c(C)o1,5,1
CCc1sc(C(=O)N2CCc3ccccc32)cc1C,-4,15
Cc1cc(NC(=O)COC(=O)C2CCC2)no1,-18,-1
Cc1cc(C)n(CCCNC(=O)C2CC(=O)N(Cc3ccccc3)C2)n1 (stereo not drawn),-8,1
CCC(=O)NNC(=O)CCC(=O)Nc1ccccc1,5,1
Cc1c(Cl)cccc1Nc1nc(N)nc(CSC(=S)N2CCOCC2)n1,-9,-2
Cn1cnnc1Sc1ccc(CN2CCN(C3CCCC3)C(CCO)C2)o1 (stereo not drawn),-12,1
CS(=O)(=O)c1cnc(-c2ccccc2)nc1-c1ccccc1Cl,17,4
COc1ccc(-c2csc(NC(=O)c3ccc(S(=O)(=O)N4CCc5ccccc5C4)cc3)n2)cc1,-12,3
CN(C)C(=O)C(=O)c1cccn1-c1cccc(Cl)c1C#N,-12,1
Cn1ncc2c(NNC(=O)c3ccc(Cl)cc3Cl)ncnc21,-20,4
Cc1ccc(C(=O)NCCc2ccc(S(N)(=O)=O)cc2)cc1[N+](=O)[O-],-10,0
O=c1[nH]c(CSc2nnc(-c3ccccc3)n2-c2ccccc2)nc2ccccc12,2,-1
COc1ccc(/C=C/C(=O)O)cc1S(=O)(=O)NC1CCS(=O)(=O)C1 (stereo not drawn),-16,1
COC(=O)c1c(NC(=O)c2cccc([N+](=O)[O-])c2)sc(C(N)=O)c1C,-50,-6
CCN(CC)CCNc1ccc2nnc(CCNS(=O)(=O)c3ccc(C)cc3)n2n1,-6,-2
CC1(C)COCN1C(=O)c1ccc(Cl)c(Cl)c1,2,5
COc1ccccc1NC(=O)OC[C@@H]1CSCCS(=O)(=O)N1,-6,-4
O=[N+]([O-])c1cc(Br)cc(/C=N/n2cnnc2)c1O,-14,5
O=C(O)CCCCCNS(=O)(=O)c1cccc2c1C(=O)c1ccccc1C2=O,-10,-1
CCc1cc2c(SCC(=O)NC3CCS(=O)(=O)C3)ncnc2s1 (stereo not drawn),-27,-3
CN(C)c1ccc(/C=N/NC(=O)C2COc3ccccc3O2)o1 (stereo not drawn),-51,-3
Cc1ccccc1NC(=S)NCC(c1cccnc1)N(C)C (stereo not drawn),-5,3
CC(=O)COC(=O)C1CC(=O)N(c2ccc(C)c(C)c2)C1 (stereo not drawn),4,0
O=C(c1cccnc1)N1CCN(c2ccc3ccccc3n2)CC1,-4,-3

# Further records.
structure,RAD52 inh,ERAP1 inh
CCCCn1c(=O)[nH]c(=O)c2c1nc(-c1ccc(-c3ccc(F)cc3)o1)n2C,-15,7
CCc1nnc(NC(=O)CSc2nnnn2-c2cccc(C(C)=O)c2)s1,-22,0
Clc1ccc2nc(CSc3ccccc3)cn2c1,-23,9
CC(C)C1CC(CCN2CCCCC2)(c2ccccc2)CCO1 (stereo not drawn),3,-2
COc1ccc(CNC(=O)CCC(=O)N2CCN(S(=O)(=O)c3ccc(Cl)cc3)CC2)cc1,-6,1
COc1ccc(OC)c(-c2cc(C(F)(F)F)c3c(n2)sc2c(O)cc(=O)[nH]c23)c1,-35,6
COc1ccc(CCNC(=O)Cn2cccc2C(=O)c2ccccc2)cc1OC,-16,0
Cc1cccc2c(=O)cc(C)n(Cc3ccccc3)c12,-3,0
CC(C)CC(=O)Nc1nnc(SCC(=O)NCc2ccco2)s1,-19,-2
NC(=O)Cn1c(-c2nonc2N)nc2ccccc21,-40,-2
CC(C)CN(C(=O)Cn1c(C(F)(F)F)nc2ccccc21)C1CCS(=O)(=O)C1 (stereo not drawn),0,0
C=CCN(c1ccc(C(=O)OC)cc1)S(=O)(=O)c1ccccc1,-10,-3
Cc1cccn2c(=O)c(/C=C(\C#N)C(N)=O)c(N3CCN(c4cccc(Cl)c4)CC3)nc12,-45,0
Cc1ccc2cc(CN(c3ccc(C)c(C)c3)S(C)(=O)=O)c(=O)[nH]c2c1,-31,3
CSc1ccc(CN2CCCC(CO)(Cc3ccccc3)C2)cc1 (stereo not drawn),-99,-2
Cc1ccccc1OCC(=O)Nc1ccc(NC(=O)c2ccco2)cc1,-9,-5
O=[N+]([O-])c1ccc(C(O)CN=Cc2ccc(O)cc2O)cc1 (stereo not drawn),-11,5
Cc1ccc(-n2nc(-c3ccco3)cc2C(=O)O)c(C)c1,-59,-4
Cc1ccc(NC(=O)C(CC(C)C)NC(N)=O)cc1 (stereo not drawn),-17,-1
COc1ccc(/C=C/C(=O)OCC(=O)Nc2cc3oc4ccccc4c3cc2OC)cc1,-6,3
CC(C)(CO)N=C1NS(=O)(=O)c2cc([N+](=O)[O-])ccc21,-12,-5
O=[N+]([O-])c1cc2c(cc1[N+](=O)[O-])OCCOCCOCCOCCO2,5,6
COC1CCCN(Cc2cn(C)nc2-c2ccc(Oc3ccccc3)cc2)C1 (stereo not drawn),-10,9
CC(=O)c1ccccc1OC(=O)CCN1C(=O)C2C3C=CC(C4CC34)C2C1=O (stereo not drawn),2,0
C=CC[n+]1c(-c2ccccc2)csc1NC(C)(C)C,-5,-1
COC(=O)c1c(NC(=O)c2ccc(N(C)S(=O)(=O)c3ccc(C)cc3)cc2)sc2c1CCCC2,-7,11
COC(=O)[C@@H](NC(=O)Nc1cccc(Br)c1)C(C)C,-7,-2
O=S(=O)(c1ccc(Cl)c(NC(=S)N/N=C/c2c(F)cccc2F)c1)N1CCOCC1,-10,2
COc1ccc(-c2nc(C#N)c(N3CCCCCC3)o2)cc1OC,8,-6
CCn1c(O)c(N=NC(=O)Cc2csc(N3CCOCC3)n2)c2ccccc21,8,1
O=c1c2ccccc2nc(-c2ccc(F)cc2)n1NCc1ccccc1O,-7,1
CCN1CCN(CCC(=O)Nc2ccc(Br)cc2)CC1,-7,1
CC(C)C(NC(=O)CC12CC3CC(CC(C3)C1)C2)C(=O)O (stereo not drawn),0,3
COc1cc(C2NC(=S)NC(c3ccccc3)=C2C(C)=O)cc(Cl)c1OCC(=O)O (stereo not drawn),-8,2
C=CCOc1cccc(/C=N/NC(=O)CN(c2cc(Cl)ccc2OC)S(=O)(=O)c2ccc(C)c([N+](=O)[O-])c2)c1,-9,0
COC1=C(Nc2ccc(C)cc2)C(=O)c2ccccc2C1=O,-13,2
CCC1(C)CC(CCN(Cc2ccco2)C(C)=O)(c2ccccc2)CCO1 (stereo not drawn),-6,9
CCNC(=S)Nc1scc(-c2ccccc2)c1C(=O)OCC,2,3
Nc1ccc(N2CCCCC2)c(Cl)c1,-4,4
CCC[n+]1cn(/C(C(=S)Nc2cccc(Cl)c2C)=C(/[O-])c2ccc(OC)c(OC)c2)c2ccccc21,6,-1
COc1ccc(CN2CCNC(=O)C2CC(=O)N2CCCCO2)c(OC)c1 (stereo not drawn),-25,0
CCC(=O)Oc1ccc(C(=O)Nc2ccccc2C(=O)NCC(C)C)cc1,-10,9
O=C(CCl)N=c1sccn1Cc1cccc2ccccc12,-15,1
C/C(=N\NC(=O)c1c(Cl)cnn1C)c1cccc(NC(=O)C(C)C)c1,-15,2
CC1(C)Cc2c(c(-c3ccco3)nc3sc4c(NCCN5CCOCC5)ncnc4c23)CO1,-7,0
O=C(Nc1ccccc1)NC(Cc1ccc(O)cc1)C(=O)O (stereo not drawn),-9,-3
Nc1c(C(=O)N2CCCC2)sc2nc(-c3ccccc3)ccc12,-4,-1
CCOC(=O)c1ccc(NC(=O)CC2C(=O)OCCN2CC)cc1 (stereo not drawn),-28,-2
COc1ccccc1NC(=O)N1CCCC1C(=O)Nc1ccc2c(c1)OCCO2 (stereo not drawn),-13,-4
Cc1ccc(S(N)(=O)=O)c(C)c1N1CCCC1=O,-11,1
Nc1nc(Cl)nc2ccc(Br)cc12,-92,2
COc1ccccc1CNc1ncnc2cc(OC)c(OC)cc12,-12,2
COc1ccc(-c2cn[nH]c2-c2ccc(OCc3ccc([N+](=O)[O-])cc3)cc2O)cc1,-12,-1
Cc1ncc(CN2CCCC(CCC(=O)NCc3ccccc3F)C2)s1 (stereo not drawn),-14,-2
CC1(C)Cc2nc(N3CCCC3)c(C#N)cc2CO1,-12,-1
CN(c1ncc(C(F)(F)F)cc1Cl)N1C(=O)c2cccc(N)c2C1=O,-39,-1
CC(C)Nc1nnc(SCC(=O)NCc2ccc3c(c2)OCO3)s1,-2,-16
O=C(NC[C@H]1CC[C@H]2[C@H](CN2Cc2cccc(Cl)c2)O1)C1CCC1,67*,-8
CCOC(=O)[C@]12CCCC=C1N(Cc1ccc3c(c1)OCO3)C(=O)[C@H](CC(=O)NCCCN1CCCC1=O)C2,-12,0
COc1ccc(NS(=O)(=O)c2cccc(C(=O)NCC3(N(C)C)CCCCC3)c2)cc1,4,-10

# (list continues)
structure,RAD52 inh,ERAP1 inh
COc1ccccc1N(/N=C1\Sc2ccccc2C1=O)C(C)=O,-16,1
CN1CCC(N(C)C(=O)NC2CCCCC2)CC1,-2,-1
CN(Cc1ccccc1)C(NC(=O)c1ccco1)C(Cl)(Cl)Cl (stereo not drawn),-17,-1
Cc1ccc(C(=O)NC(C#N)=C(Cl)Cl)cc1,-12,5
COc1ccccc1N1CCN(S(=O)(=O)c2ccc3nc(-c4ccccc4)[nH]c3c2)CC1,-12,-2

# In the list so far, these have an aryl thioether with sulfur outside any ring.
structure,RAD52 inh,ERAP1 inh
Cn1cnnc1Sc1ccc(CN2CCN(C3CCCC3)C(CCO)C2)o1 (stereo not drawn),-12,1
O=c1[nH]c(CSc2nnc(-c3ccccc3)n2-c2ccccc2)nc2ccccc12,2,-1
CCc1cc2c(SCC(=O)NC3CCS(=O)(=O)C3)ncnc2s1 (stereo not drawn),-27,-3
CCc1nnc(NC(=O)CSc2nnnn2-c2cccc(C(C)=O)c2)s1,-22,0
Clc1ccc2nc(CSc3ccccc3)cn2c1,-23,9
CC(C)CC(=O)Nc1nnc(SCC(=O)NCc2ccco2)s1,-19,-2
CSc1ccc(CN2CCCC(CO)(Cc3ccccc3)C2)cc1 (stereo not drawn),-99,-2
CC(C)Nc1nnc(SCC(=O)NCc2ccc3c(c2)OCO3)s1,-2,-16
